Compound activity deposited in PubChem BioAssay by several laboratories.
CaV13 FRET inh = Primary screen for inhibitors of IQ motif and Ca2+-dependent inactivation inhibitor domain binding in CACNA1D, Förster resonance energy transfer in living cells, … | HEK cells, CFP/YFP FRET ICDI-IQ, plate reader, 10 min; percent FRET-ratio fall versus neutral wells | inhibition, % at 12.3 µM | hit rate 0.098% among 340,000;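 active = mean replicate inhibition of at least 30% and at least 1% of replicates passing that level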;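 note: 0% = median of the neutral control wells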
CF NFkB block = inhibitors of PAF-induced NF-kB signaling, primary screen, cell-based, GFP fluorescence, uHTS; KKLEB NF-kB-GFP reporter, GFP fluorescence overnight; inhibition, % at 5 µM; hit rate 0.86% among 360,000; AID 588850, 2011;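 active = at least 50% inhibition at 5 µM, scaled per plate between neutral and stimulator controls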;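 note: PAF is a Pseudomonas aeruginosa culture filtrate used as stimulus; plate controls were PAF-stimulated DMSO wells for no effect and unstimulated DMSO wells for full effect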
NR2E3 ag-1 = inhibitors of NR2E3-RetCOR corepressor binding, primary screen, NR2E3 agonist project, biochemical, TR-FRET, GST-NR2E3, biotin-RetCOR | Photoreceptor-specific nuclear receptor (Homo sapiens), Q9Y5X4 | 1536-well | inhibition of corepressor binding, % at 4.78 µM | hit rate 0.12% among 320,000 | AID 2300, 2010;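 active = percent inhibition above the cutoff of mean plus 3 SD of all tested compounds, set per screening campaign, cut at about 20% in these data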;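 note: 0% = DMSO wells and 100% = biotin wells as full block of FRET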
Target sequence (Q9Y5X4 whole entry, looked up): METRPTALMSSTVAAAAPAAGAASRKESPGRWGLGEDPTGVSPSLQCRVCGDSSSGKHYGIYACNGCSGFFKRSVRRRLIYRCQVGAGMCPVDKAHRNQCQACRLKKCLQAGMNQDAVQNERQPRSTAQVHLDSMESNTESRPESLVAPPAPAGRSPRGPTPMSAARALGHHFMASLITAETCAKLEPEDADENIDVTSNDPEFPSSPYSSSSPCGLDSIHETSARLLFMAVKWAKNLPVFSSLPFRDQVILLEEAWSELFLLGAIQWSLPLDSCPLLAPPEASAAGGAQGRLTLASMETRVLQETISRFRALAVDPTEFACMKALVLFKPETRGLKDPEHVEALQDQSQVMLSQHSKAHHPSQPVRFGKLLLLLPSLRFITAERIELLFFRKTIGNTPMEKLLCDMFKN
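System: GST-tagged NR2E3 plus biotinylated RetCOR corepressor; Buffer or medium: pH 7.5 Tris-based buffer; Probe or stimulus: RetCOR corepressor, biotinylated, 7 nM; Doses: compound at 4.8 µM, single dose; Schedule: 5 h incubation at 4 °C; Technique: time-resolved FRET; Evaluation: percent inhibition of TR-FRET ratio; Replication: one well per compound, singlicate testing.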
Vif inh = HIV Vif self-association inhibitors, primary screen, imaging, HEK293T, single point. HEK293T cells, Vif self-association by quenched fluorescence, 24 h. inhibition, % at 7.49 µM. AID 602346, 2012. hit rate 0.35% among 340,000; in the data active = inhibition above about 50%, passing the limit was not always enough; note: some results filed as inactive read as strong as hits
NR2E3 ag-2 = NR2E3 agonists in two-hybrid cells, primary screen, cell-based, luminescence, CHO-S, Gal4-NCOR/VP16-NR2E3; AID 602229, 2012; luciferase; hit rate 0.35% among 360,000; inhibition of corepressor binding, % at 3.98 µM;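 active = inhibition above the mean of all tested compounds plus 3 SD, cut at about 70% in these data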;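 note: 0% = DMSO with NR2E3 transfected cells and 100% = cells lacking NR2E3 construct; higher means lower luciferase signal from less NR2E3 corepressor binding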
KKLEB cytotox = cytotoxicity in KKLEB CF airway cells, primary screen, cytotoxicity control for CF NF-kB inhibitor project, cell-based, uHTS, fluorescence assay plates; KKLEB CF airway cells viability, ATPlite luminescence, overnight; active compounds read low; cells stimulated with P. aeruginosa culture filtrate; hit rate 0.36% among 360,000; activity change (cytotoxicity), % at 5 µM; AID 602141, 2011;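 active = corrected activity change at or below -50% at 5 µM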
HIF-2a block = HIF-2a reporter inhibitors, primary screen, luminescence, 786-0 RCC cells | 786-0 RCC cells HIF-2a reporter, luciferase luminescence, overnight | hit rate 0.72% among 360,000 | inhibition, % at 18.8 µM;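 active = inhibition of the luminescence signal of 40% or more relative to plate controls, in a single-dose primary screen at 18.75 µM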
PDI inh = inhibitors of human PDI, primary screen, biochemical, turbidity, single point, plate reader; Protein disulfide-isomerase (Homo sapiens), P07237; PDI insulin aggregation turbidity, A650, 90 min; inhibition, % at 10 µM; hit rate 0.052% among 350,000;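 active = mean inhibition across replicates of 30% or more, whatever share of single replicates reach that level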;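 note: absorbance from insulin aggregation driven by PDI reduction with DTT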
Target sequence (P07237 whole entry, looked up): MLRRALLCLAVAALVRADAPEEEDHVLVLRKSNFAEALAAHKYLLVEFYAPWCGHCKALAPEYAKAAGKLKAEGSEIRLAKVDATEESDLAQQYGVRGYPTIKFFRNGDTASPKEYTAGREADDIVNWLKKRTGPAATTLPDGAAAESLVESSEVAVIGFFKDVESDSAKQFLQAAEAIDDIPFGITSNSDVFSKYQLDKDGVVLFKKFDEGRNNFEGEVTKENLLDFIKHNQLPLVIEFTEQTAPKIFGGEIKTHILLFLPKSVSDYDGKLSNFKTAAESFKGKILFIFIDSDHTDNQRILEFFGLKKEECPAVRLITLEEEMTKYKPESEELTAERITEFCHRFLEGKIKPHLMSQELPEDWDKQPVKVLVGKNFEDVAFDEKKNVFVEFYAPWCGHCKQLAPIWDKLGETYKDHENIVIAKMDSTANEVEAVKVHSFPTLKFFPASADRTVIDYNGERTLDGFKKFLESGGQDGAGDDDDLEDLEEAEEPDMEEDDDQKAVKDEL
Shn3 3UTR inh = reduction of Shn3 3'UTR firefly luciferase signal, primary screen, Schnurri-3 inhibitor project, cell-based, Clone20 osteoblasts, set 2; Clone20 osteoblast Shn3 3'UTR firefly luciferase, 24 h; inhibition, % at 12.5 µM; hit rate 0.52% among 360,000;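 active = mean inhibition of at least 75% with every replicate also reaching 75%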;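 note: 0% = median of neutral control wells and 100% = pilot-screen positive control compound; some compounds past the cut are filed as inactive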
MITF TRPM1 inh = inhibitors of MITF-dependent TRPM1 promoter reporter, primary screen, cell-based, SK-MEL-5, single point, luciferase | hit rate 0.83% among 330,000 | SK-MEL-5 TRPM1 promoter luciferase, 24 h | inhibition, % at 12.5 µM | AID 488899, 2010;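 active = mean inhibition across replicates of 60% or more, whatever share of single replicates reaches that level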; note: values of inactives mirror those of a sister screen read the other way
Peg3 promoter = Peg3 promoter-driven luciferase inhibitors, primary screen, cell-based, HeLa, luciferase luminescence; HeLa PEG-Prom luciferase reporter, overnight; inhibition, % at 20 µM; hit rate 1.7% among 360,000;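 active = inhibition of at least 50% at 20 µM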
The depositor's hits bear a star; nt = not tested or not shown.

SMILES	CaV13 FRET inh	CF NFkB block	NR2E3 ag-1	Vif inh	NR2E3 ag-2	KKLEB cytotox	HIF-2a block	PDI inh	Shn3 3UTR inh	MITF TRPM1 inh	Peg3 promoter
CCN(C(=O)Cn1nc(C(=O)O)c2ccccc2c1=O)C1CCCCC1	-4	2	1	4	-9	-3	16	6	10	17	3
O=C(Nc1cccc(Br)c1)Oc1cccc2cccnc12	-11	8	nt	-7	-15	-3	-101	nt	6	nt	-6
Cc1cc(C)n(C(=O)/C(C#N)=C/N(C)C)n1	-11	6	-1	10	9	1	19	-14	16	15	1
COC(=O)Cc1nc(Nc2ccccc2)sc1C	-2	-6	-2	-9	4	2	-13	7	-18	nt	-17
Cc1ccc(-n2ncc3c2ncn2nc(-c4ccco4)nc32)c(C)c1	nt	6	-2	-3	-57	4	-117	-2	1	-68	-116
CCOC(=O)c1cnc(-c2ccccc2)nc1C(F)(F)F	6	0	4	-4	-8	2	5	10	-4	-12	-16
COc1ccc(C(C)(C)C)cc1NC(=O)c1ccoc1C	-4	-1	-4	-14	-22	14	6	-3	16	7	0
Cn1c(=O)c2c(ncn2CCC(=O)N/N=C/c2ccncc2)n(C)c1=O	-4	-6	3	-4	-13	-13	18	-4	1	4	9
COc1ccc(OC)c(Nc2nc3nonc3nc2N2CCCCC2)c1	-8	-7	2	-9	-3	-7	13	3	-2	2	15
COCCN(C(=O)C1CCC1)c1nnc(-c2cccnc2)s1	-4	3	1	nt	7	7	-7	-36	-2	10	8
COc1cc(OC)c(C(=O)OCC(=O)Nc2ccc(N3CCOCC3)cc2)cc1OC	-6	7	nt	24	24	-4	10	0	7	2	0
N#C/C(=C\c1ccc([N+](=O)[O-])cc1)C(=O)NCCCn1ccnc1	-2	6	1	0	-8	1	17	-1	-19	-7	-9
CCc1cc(C(=O)Cc2ccc(F)cc2)c(O)cc1O	nt	34	2	-3	-21	0	20	10	-8	3	-1
COC(=O)COc1cccc2c(=O)n(CC(=O)NCCc3ccc(OC)c(OC)c3)ccc12	-5	-10	3	11	-31	-3	4	nt	-17	nt	7
CCc1ccc(CN2CCC(n3nccc3NC(=O)c3ccc4c(c3)OCO4)CC2)cc1	-6	-3	0	12	-13	-6	10	7	10	-3	1
COc1ccc(NC(=O)CSc2nnnn2C2CCCC2)c(OC)c1	-2	5	nt	-7	-18	-4	0	0	-3	-2	-5
O=C(CSc1nnc(CNC(=O)c2ccccc2)o1)NCCc1ccccc1	-6	-1	2	2	-36	4	10	1	1	24	14
COc1ccc(-c2nnc(SC)n2C)cc1	-8	-7	0	nt	0	0	-19	-1	5	-13	0
COc1ccccc1/C=C/C(=O)N1CCc2cc(OC)c(OC)cc2C1C (configuration not stated)	-2	20	1	-7	11	-5	16	1	1	3	-12
COc1cc(C2NC(=O)NC(O)(C(F)(F)F)C2C(C)=O)cc(OC)c1OC (configuration not stated)	-5	-4	-5	-6	-12	14	11	0	-3	-10	3
Cc1ccc(N2CC(C(=O)Nc3ccccc3C(=O)NC3CCCCC3)CC2=O)cc1C (configuration not stated)	-7	2	-5	2	20	-4	10	-2	13	-2	17
CC(=O)Nc1nnc(SCc2ccc(F)cc2)s1	-2	18	-1	4	-46	3	-161	-3	-28	-47	-100
CCOc1ccc(CCNC(=O)COC(=O)c2cccc(S(=O)(=O)N3CCOCC3)c2)cc1OCC	-4	17	4	18	-11	4	16	-5	12	6	-20
COc1cc(OC)cc(-c2cc3nc(C)c(CCC(=O)NCc4ccccc4)c(C)n3n2)c1	-6	3	0	-2	26	2	69*	-2	66	30	21
COc1ccc(CCNC(=O)C(=O)NCC2CCCN2S(=O)(=O)c2cc(C)ccc2C)cc1 (configuration not stated)	-6	-13	-1	-12	2	23	12	1	-1	2	47
CCC(=O)NC1=C(C#N)C2(CCCC2)Cc2ccccc21	nt	6	-1	-11	2	11	13	-15	1	6	8
COc1ccc(NC2=CC(c3ccc(OC)cc3)N(c3ccc(OC)cc3)C2=O)cc1 (configuration not stated)	-3	12	-1	-1	-30	-11	8	-8	-2	2	0
Cc1ccccc1C(C)NC(=O)COC(=O)Cn1cc(C(F)(F)F)ccc1=O (configuration not stated)	-2	-12	0	-1	-12	1	2	-2	-12	2	9
COc1cc(/C=N/NC(=O)c2cccc3ccccc23)cc(OC)c1OC	-19	-24	3	nt	-17	-4	8	3	30	18	12
CC(C)C[C@H](NC(=O)c1nc[nH]c1C(=O)N1CCc2ccccc2C1)C(=O)OC(C)(C)C	-3	-10	-2	-2	16	8	-9	6	-9	7	7
O=C(O)CCn1cc(/C=C/C(=O)c2ccc(Cl)cc2)c(-c2cccc(Br)c2)n1	5	2	3	-15	14	-18	22	6	10	-13	32
CC(=O)N1CCN(C(=S)c2ccc(-c3ccc(Cl)cc3)o2)CC1	0	4	0	0	-18	5	-59	-3	-14	-13	-72
Cc1sc(NC(=O)C2CC(=O)N(Cc3ccco3)C2)nc1-c1ccccc1 (configuration not stated)	-6	-11	nt	-9	-20	10	9	6	3	nt	6
O=C1/C(=C/N(C(=O)c2ccco2)c2ccc(Cl)cc2)Sc2ccccc21	nt	-20	-2	1	-62	-9	-33	5	-52	-69	-149
CCOC(=O)c1ccc(NC(=O)C(C)Sc2nc(O)c(-c3ccccc3)c(=O)[nH]2)cc1 (configuration not stated)	-2	-16	1	24	5	4	-4	0	-11	4	-1
COc1ccc(CC(=O)OCC(=O)Nc2ccc(F)cc2)cc1	nt	5	nt	4	-10	3	15	-7	-19	4	7
CCOc1ccc2nc(NC(=O)NC3CCCCC3)sc2c1	-5	11	1	0	-15	-4	-118	0	-25	-69	-117
CC(=O)c1cc(CN2CCN(CCC(C)C)C(CCO)C2)cs1 (configuration not stated)	-4	-2	-3	-1	-4	-4	11	-5	-1	8	7
CSCc1nnc(NC(=O)c2ccc(S(=O)(=O)N(C)C)cc2)o1	-7	7	-1	-5	-1	3	17	12	-6	3	7
O=C(Cc1ccccc1[N+](=O)[O-])NCc1ccco1	0	2	-4	5	-6	16	-21	3	6	2	-9
CCOc1cc(/C=C2/C(=O)NN(c3cccc(Cl)c3)C2=O)ccc1O	-2	-4	1	1	6	4	22	-3	-6	-9	1
Cc1cc(N/C(=N\S(=O)(=O)c2ccc(F)cc2F)c2ccccc2)no1	-3	-5	2	4	-10	5	0	3	-4	-15	14
Fc1cccc(Cl)c1C1SCc2nc3ccccc3n21 (configuration not stated)	-4	-2	nt	-2	1	-2	-1	nt	11	nt	11
O=C(COc1cccc(C(F)(F)F)c1)NCC(c1ccco1)N1CCCCC1 (configuration not stated)	-6	16	2	-16	8	-5	-16	-4	2	15	9
CC1=NCCN1CCNC(=O)Nc1ccc(C(C)(C)C)cc1	-4	-8	-1	-12	0	-8	9	2	-7	-11	12
O=C(NCc1cccnc1)c1cc(S(=O)(=O)N2CCCCC2)ccc1Cl	-4	-5	-3	-1	-3	-12	11	21	16	-4	23
Cc1cccc(CSCc2ccc(C(=O)NC3CCCC3)o2)c1	-6	28	2	2	14	-7	15	5	-4	-11	-4
COc1ccccc1NS(=O)(=O)c1cccc(C(=O)NC2CCN(Cc3ccccc3)CC2)c1	nt	-5	1	-32	35	-12	7	-1	87*	24	17
O=C(NCCc1ccncc1)Nc1ccccc1Cl	-5	-2	-2	-1	-13	6	-3	-15	-20	-9	1
COc1ccccc1CNc1ncnc2nc[nH]c12	-7	-6	-4	-2	-5	4	15	-6	8	-1	-8
c1ccc(SC23CC4CC(CC(C4)C2)C3)nc1	-14	-16	nt	1	29	-4	15	8	6	nt	4
Cc1sc2ncn(Cc3ccccc3F)c(=O)c2c1C	-5	-9	0	2	-37	-13	15	-6	2	6	5
CCOC(=O)c1ccccc1NC(=S)N1CCN(C(=O)c2ccco2)CC1	-2	7	-1	-3	10	-19	10	0	5	1	23
COc1cccc2cc(-c3ccccc3)oc12	-12	4	2	14	-7	8	-105	0	-29	nt	-59
O=C1Nc2ccc(NS(=O)(=O)c3cccs3)c3cccc1c23	nt	-61	-8	40	0	7	-17	-2	-21	3	-21
O=c1[nH]c(=S)[nH]c2nc(-c3ccccc3)cnc12	-4	-17	1	4	-30	-6	-11	10	-20	5	0
CC(C)N(C(=O)/C=C/c1cccc([N+](=O)[O-])c1)C(C)C	-4	3	2	4	-15	-22	-3	-8	9	1	-1
S=C(NCc1ccc(Cl)cc1)NC1CCN(Cc2ccccc2)CC1	-5	21	5	-1	-25	-16	7	-5	56	6	28
O=C(NC1CCS(=O)(=O)C1)c1ccccc1Cl (configuration not stated)	-6	0	nt	-4	1	2	-3	-11	-6	2	-4
Cc1ccc(N2C(=O)C3CCC(C)(C2=O)C3(C)C)cc1C (configuration not stated)	1	-5	-1	-1	-37	12	6	3	1	11	0
Other structures.
SMILES	CaV13 FRET inh	CF NFkB block	NR2E3 ag-1	Vif inh	NR2E3 ag-2	KKLEB cytotox	HIF-2a block	PDI inh	Shn3 3UTR inh	MITF TRPM1 inh	Peg3 promoter
CCOc1nc(C)ccc1-c1noc(C)n1	-9	11	4	nt	4	10	-7	10	13	17	9
CCOc1ccc(S(=O)(=O)NCCC(=O)NCc2ccco2)cc1	-2	7	-3	10	-16	-3	7	3	-5	-2	8
O=C1N(Cc2cccc(Cl)c2)C[C@@H]2C[C@@H](c3cccc4cccnc34)N3CCC[C@@]123	-6	-4	1	1	-3	-6	9	0	15	14	10
CCC(=O)c1ccc(OCC(=O)Nc2ccccc2C(=O)N2CCCCC2)cc1	-7	2	0	-15	1	14	5	-2	22	-1	24
COc1ccccc1NC(=O)CSc1nnc(COc2ccccc2OC)n1C	-9	-5	3	nt	-12	-2	19	-1	-11	0	-1

Reformatted as a markdown table: part of the list above
| Compound | CaV13 FRET inh | CF NFkB block | NR2E3 ag-1 | Vif inh | NR2E3 ag-2 | KKLEB cytotox | HIF-2a block | PDI inh | Shn3 3UTR inh | MITF TRPM1 inh | Peg3 promoter |
| --- | --- | --- | --- | --- | --- | --- | --- | --- | --- | --- | --- |
| CCC(=O)c1ccc(OCC(=O)Nc2ccccc2C(=O)N2CCCCC2)cc1 | -7 | 2 | 0 | -15 | 1 | 14 | 5 | -2 | 22 | -1 | 24 |
| COc1ccccc1NC(=O)CSc1nnc(COc2ccccc2OC)n1C | -9 | -5 | 3 | nt | -12 | -2 | 19 | -1 | -11 | 0 | -1 |
